Assay outcomes (PubChem BioAssay)
Pf gamet viab = late stage P. falciparum gametocyte viability inhibitors, primary screen, ATP luminescence, HTS. P. falciparum stage V gametocytes, 24 h. inhibition, % at 10.9 µM. hit rate 0.065% among 150,000. AID 743093, 2013;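 active = inhibition above the mean plus 3 SD of compounds within the control limits, set per campaign, cut at about 38% in these data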;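 note: 0% = DMSO wells and 100% = medium only without gametocytes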
Mcl1 Noxa PPI = Mcl-1/Noxa binding inhibitors, primary screen, biochemical, TR-FRET, 1536-well. inhibition, % at 21.7 µM. TR-FRET Mcl-1/Noxa peptide binding, 2 h. hit rate 1.5% among 220,000. Induced myeloid leukemia cell differentiation protein Mcl-1 (Homo sapiens), Q07820;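 active = compounds that cut the protein-peptide binding signal by more than 50% relative to plate controls in a single-dose test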;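 note: His-tagged Mcl-1 with rhodamine Noxa BH3 peptide and terbium anti-His antibody; 0% = Mcl-1 plus Noxa peptide wells and 100% = peptide-only wells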
ABCG2 inh = ABCG2 efflux pump inhibitors, primary screen, multiplex with ABCB1, IgMXP3 cells, flow cytometry; AID 1325, 2008; hit rate 0.1% among 190,000; inhibition, % at 6.6 µM; Broad substrate specificity ATP-binding cassette transporter ABCG2 (Homo sapiens), Q9UNQ0; JC-1 efflux;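 active = inhibition above 80%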;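 note: 0% = DMSO and 100% = nicardipine control wells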
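Test system: IgMXP3 (ABCG2) plus far-red-tagged CCRF-Adr (ABCB1) cells / Amount: 3 million cells/mL in well / Reagent: JC-1 transporter substrate / Timing: 10 min compound exposure, 25 °C / Signal: flow cytometry, 530 nm JC-1 signal / Read-out: percent efflux inhibition, scaled nicardipine 100% to DMSO 0% / Benchmarks: nicardipine as high control, DMSO as low control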
RGS8-Gao = RGS8-Galphao binding modulators, primary screen, biochemical, multiplexed bead flow cytometry; hit rate 0.34% among 220,000; actives lie on both sides; Guanine nucleotide-binding protein G(o) subunit alpha (Homo sapiens), P09471; response (percent of control binding), % at 10 µM; in the data active = response below about 60% or above about 140%; inactive = in between;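 note: Galphao activated as the GDP aluminium fluoride complex binding bead-coupled RGS8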
RGS4-Gao reg = modulators of RGS4 binding to Galphao, primary screen, biochemical, multiplexed bead flow cytometry. binding response (% of control), % at 10 µM. AID 1415, 2008. actives lie on both sides. hit rate 0.33% among 220,000; in the data active = binding response below about 49% or above about 150%; inactive = in between;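 note: fluorescent Galphao activated with aluminum fluoride binding bead-coupled RGS4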
GSH fluor = compound fluorescence on glutathione beads, profiling panel, artefact control, biophysical, 488/530 nm, flow cytometry; GSH beads flow cytometry, compound fluorescence 488/530 nm; stronger effect = higher value; fluorescence (KMESF) at 10 µM; hit rate 0.25% among 190,000; in the data active = fluorescence above about 89;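 note: glutathione beads carrying GST-tagged Bcl family fusion proteins plus one bare bead set; values are compound well signal with DMSO vehicle wells as background; inactives centre near 16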
Mcl1-Bid inh = Mcl-1/Bid binding inhibitors, primary screen, biochemical, TR-FRET, 1536-well; inhibition, % at 21.7 µM; TR-FRET Mcl-1/Bid-Dy647 peptide binding; hit rate 0.97% among 220,000;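 active = compounds that cut the binding signal by more than half at the single screening dose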;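 note: His-tagged Mcl-1 with europium anti-His antibody binding Bid BH3 peptide; 0% = Mcl-1 plus peptide wells and 100% = peptide-only wells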
RGS7-Gao reg = RGS7-Galphao binding modulators, primary screen, biochemical, multiplexed bead flow cytometry. Guanine nucleotide-binding protein G(o) subunit alpha (Homo sapiens), P09471. actives lie on both sides. binding response (% of control), % at 10 µM. hit rate 0.35% among 220,000. AID 1439, 2008; in the data active = binding response below about 49% or above about 150%;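 note: fluorescent Galphao held in activated GDP-AlF4 state binding bead-coupled RGS7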
Bim-Mcl-1 = inhibitors of Bim peptide binding to Mcl-1, primary screen, biochemical, bead-based flow cytometry, multiplex. Induced myeloid leukemia cell differentiation protein Mcl-1 (Homo sapiens), Q07820. hit rate 0.1% among 190,000. inhibition, % at 10 µM. AID 1009, 2008. Bim peptide-Mcl-1 binding; in the data active = inhibition above about 40%;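 note: 0% = no compound tracer wells and 100% = peptide blocker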
ABCB1 block = ABCB1 efflux pump inhibitors, primary screen, cell-based, multiplex, flow cytometry, ABCG2 counter-screen; AID 1326, 2008; CCRF-Adr cells, JC-1 efflux; ATP-dependent translocase ABCB1 (Homo sapiens), P08183; hit rate 0.067% among 190,000; inhibition, % at 6.6 µM; in the data active = inhibition above about 40%;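 note: 0% = vehicle and 100% = reference inhibitor; higher value means more JC-1 retained so stronger ABCB1 efflux block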
Target sequence (P08183 whole entry, looked up): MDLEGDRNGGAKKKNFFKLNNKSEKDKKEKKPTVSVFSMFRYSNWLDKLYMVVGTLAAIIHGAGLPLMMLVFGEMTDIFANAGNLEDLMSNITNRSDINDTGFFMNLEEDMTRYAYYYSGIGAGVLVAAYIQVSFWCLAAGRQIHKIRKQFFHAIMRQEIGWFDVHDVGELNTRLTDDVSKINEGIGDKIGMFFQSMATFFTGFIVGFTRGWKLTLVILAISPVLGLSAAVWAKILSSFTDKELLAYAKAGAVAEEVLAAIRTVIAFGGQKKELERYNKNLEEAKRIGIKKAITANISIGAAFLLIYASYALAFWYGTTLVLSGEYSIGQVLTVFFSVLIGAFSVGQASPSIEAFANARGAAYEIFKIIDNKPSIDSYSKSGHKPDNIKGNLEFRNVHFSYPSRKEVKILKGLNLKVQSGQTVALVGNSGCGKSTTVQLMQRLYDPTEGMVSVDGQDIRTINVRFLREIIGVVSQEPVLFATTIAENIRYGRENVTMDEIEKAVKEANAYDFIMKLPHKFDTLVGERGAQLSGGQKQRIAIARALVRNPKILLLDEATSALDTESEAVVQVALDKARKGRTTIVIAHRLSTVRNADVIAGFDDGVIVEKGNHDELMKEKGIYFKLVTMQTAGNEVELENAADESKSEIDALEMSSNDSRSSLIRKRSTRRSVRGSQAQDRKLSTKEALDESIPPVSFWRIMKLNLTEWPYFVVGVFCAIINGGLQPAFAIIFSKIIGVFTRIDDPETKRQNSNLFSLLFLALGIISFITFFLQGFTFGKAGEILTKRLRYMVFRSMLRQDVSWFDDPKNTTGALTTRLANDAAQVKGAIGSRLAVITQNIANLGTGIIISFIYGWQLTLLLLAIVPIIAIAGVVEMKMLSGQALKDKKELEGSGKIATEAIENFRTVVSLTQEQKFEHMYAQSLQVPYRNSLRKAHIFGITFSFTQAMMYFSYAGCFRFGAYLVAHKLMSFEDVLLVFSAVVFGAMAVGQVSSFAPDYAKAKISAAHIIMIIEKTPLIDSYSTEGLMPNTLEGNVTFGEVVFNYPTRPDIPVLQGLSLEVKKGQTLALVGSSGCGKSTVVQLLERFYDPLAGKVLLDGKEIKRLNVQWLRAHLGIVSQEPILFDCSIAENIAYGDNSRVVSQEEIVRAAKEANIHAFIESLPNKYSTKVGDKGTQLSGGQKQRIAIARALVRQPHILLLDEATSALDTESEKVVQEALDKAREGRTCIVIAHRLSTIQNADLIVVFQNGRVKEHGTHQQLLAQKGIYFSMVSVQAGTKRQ
Avidin bead fluor = green autofluorescence of compounds with avidin beads – biophysical, 488/530 nm, flow cytometry, artefact control, profiling panel | compound fluorescence 488/530 nm; stronger effect = higher value | fluorescence (KMESF) at 10 µM | hit rate 0.38% among 220,000 | AID 1775, 2009; in the data active = fluorescence above about 47; note: inactives centre near 10
* hit, by the source's call; · = no result given; & = joins results of further samples. These rows are one share of the data; the hit share may differ from the screen's.

Structure	Pf gamet viab	Mcl1 Noxa PPI	ABCG2 inh	RGS8-Gao	RGS4-Gao reg	GSH fluor	Mcl1-Bid inh	RGS7-Gao reg	Bim-Mcl-1	ABCB1 block	Avidin bead fluor
Cc1cncn1CCc1nc2c3ccccc3nc(SCC(=O)Nc3cccc(Cl)c3)n2n1	·	-6	5	91	86	6	18	84	-1	1.2	2
COc1ccc(C[C@H]2COC(=O)[C@@H]2Cc2ccc(OC3OC(CO)C(O)C(O)C3O)c(OC)c2)cc1OC (some centres not stated)	·	-8	-2	104	100	19	-6	104	-2	-0.1	9
COc1cccc2c1C(=O)c1c(O)c3c(c(O)c1C2=O)C[C@@](O)(C(C)=O)C[C@@H]3O[C@H]1C[C@H](N)[C@H](O)[C@H](C)O1	·	-3	28	112	102	19	-6	102	3	2.6	11
CCCc1nc(C(C)(C)O)c(C(=O)O)n1Cc1ccc(-c2ccccc2-c2nn[nH]n2)cc1	·	28	-1	99	104	66	6	99	-2	·	8
C=CC[n+]1ccc(/C=C2\C=Cc3cc(C)ccc3N2CC)c2ccccc21	·	34	-5	100	101	19	7	104	0	-0.2	4
CCCCCC(=O)O[C@]1(C(C)=O)CC[C@H]2[C@@H]3CCC4=CC(=O)CC[C@]4(C)[C@H]3CC[C@@]21C	·	10	4	99	106	20	3	103	-3	3.2	14
CC(=O)CCCCn1c(=O)c2c(ncn2C)n(C)c1=O	·	-19&-5	1&0	100&99	94&92	51&69	-2&-6	97&95	-1&-1	0.3	11&5
O=C(O)c1cccnc1Nc1cccc(C(F)(F)F)c1	·	4	3	103	102	23	12	99	-3	-0.1	10
N#Cc1ccc(C(c2ccc(C#N)cc2)n2cncn2)cc1	·	13	3	103	102	66	3	108	0	·	7
CC1Cc2ccccc2N1NC(=O)c1ccc(Cl)c(S(N)(=O)=O)c1 (configuration not stated)	·	8	0	102	100	21	-14	103	6	0.0	10
CC(=O)Nc1ccc(CC(=O)O)cc1	·	-10	0	103	102	67	1	107	1	·	6
CCn1cc(C(=O)O)c(=O)c2cnc(N3CCNCC3)nc21	·	-44	3	101	101	19	0	99	-2	0.7	8
O=c1oc2c(O)c(O)cc3c(=O)oc4c(O)c(O)cc1c4c23	·	86*	-3	54*	51	11	76*	31*	10	-0.8	1
CCCCNc1ccc(C(=O)OCCN(C)C)cc1	·	13	0	104	102	23	-17	102	-6	0.1	10
Cc1cccc2c1NC(=O)C2(c1ccc(O)cc1)c1ccc(O)cc1	·	6	1	102	104	15	-27	105	0	0.9	23
C/C=C/C(=O)N(CC)c1ccccc1C	·	2	1	98	100	67	-1	92	0	·	6
CN1CCCN=C1COC(=O)C(O)(c1ccccc1)C1CCCCC1 (configuration not stated)	·	14	0	103	101	22	1	103	-3	-0.4	7
CC(C)=CCOc1c2ccoc2cc2oc(=O)ccc12	·	0	26	100	98	16	-17	100	1	0.3	11
Cc1ccc(N(CC2=NCCN2)c2cccc(O)c2)cc1	·	18&8&19	0&3&0	99&101&105	101&98&100	18&18&19	-21&-10&-21	102&103&98	-2&-4&-1	-0.1&1.4&-0.2	33&5&5
C1COC(NC(C2CC2)C2CC2)=N1	·	-12	0	100	101	20	-5	102	0	0.9	10
O=C(O)CCC(=O)c1ccc(-c2ccccc2)cc1	·	4	0	103	103	20	2	103	0	0.7	10
C/C=C(/C)C(=O)OC(C)(C)[C@@H]1Cc2c(ccc3ccc(=O)oc23)O1	-36	4	2	101	100	18	10	101	-3	1.5	11
CCC(NC(C)C)C(O)c1ccc(O)c2[nH]c(=O)ccc12 (configuration not stated)	·	10	-1	100	101	19	-23	100	-3	-0.2	8

Filtered by structure: the entries above with nitrogen in an aromatic ring
Structure	Pf gamet viab	Mcl1 Noxa PPI	ABCG2 inh	RGS8-Gao	RGS4-Gao reg	GSH fluor	Mcl1-Bid inh	RGS7-Gao reg	Bim-Mcl-1	ABCB1 block	Avidin bead fluor
Cc1cncn1CCc1nc2c3ccccc3nc(SCC(=O)Nc3cccc(Cl)c3)n2n1	·	-6	5	91	86	6	18	84	-1	1.2	2
CCCc1nc(C(C)(C)O)c(C(=O)O)n1Cc1ccc(-c2ccccc2-c2nn[nH]n2)cc1	·	28	-1	99	104	66	6	99	-2	·	8
C=CC[n+]1ccc(/C=C2\C=Cc3cc(C)ccc3N2CC)c2ccccc21	·	34	-5	100	101	19	7	104	0	-0.2	4
CC(=O)CCCCn1c(=O)c2c(ncn2C)n(C)c1=O	·	-19&-5	1&0	100&99	94&92	51&69	-2&-6	97&95	-1&-1	0.3	11&5
O=C(O)c1cccnc1Nc1cccc(C(F)(F)F)c1	·	4	3	103	102	23	12	99	-3	-0.1	10
N#Cc1ccc(C(c2ccc(C#N)cc2)n2cncn2)cc1	·	13	3	103	102	66	3	108	0	·	7
CCn1cc(C(=O)O)c(=O)c2cnc(N3CCNCC3)nc21	·	-44	3	101	101	19	0	99	-2	0.7	8
CCC(NC(C)C)C(O)c1ccc(O)c2[nH]c(=O)ccc12 (configuration not stated)	·	10	-1	100	101	19	-23	100	-3	-0.2	8
